Screens (PubChem BioAssay)
KCNK3 block: human KCNK3 channel inhibitors, primary screen, CHO cells, FluxOR thallium flux, B-score | Potassium channel subfamily K member 3 (Homo sapiens), O14649 | FluxOR fluorescence; stronger effect = lower value | B-score at 10 µM | 340,000 compounds, 0.84% hits;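 active means B-score under library mean minus 4 SD, starting fluorescence ratio at most library mean plus 5 SD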;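 further: more negative B-score means stronger inhibition of thallium flux through KCNK3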
Target sequence (O14649 whole entry, looked up): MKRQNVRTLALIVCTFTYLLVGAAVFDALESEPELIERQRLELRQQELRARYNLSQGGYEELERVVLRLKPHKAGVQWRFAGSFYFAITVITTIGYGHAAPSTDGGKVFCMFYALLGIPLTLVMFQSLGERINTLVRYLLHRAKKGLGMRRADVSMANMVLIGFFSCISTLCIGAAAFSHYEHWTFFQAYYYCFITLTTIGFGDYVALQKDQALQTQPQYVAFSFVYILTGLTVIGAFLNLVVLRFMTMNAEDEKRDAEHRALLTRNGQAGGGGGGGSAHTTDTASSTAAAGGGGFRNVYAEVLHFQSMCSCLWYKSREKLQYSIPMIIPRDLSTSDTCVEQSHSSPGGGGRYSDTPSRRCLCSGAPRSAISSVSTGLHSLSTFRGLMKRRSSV
RGS4 pot: RGS4 potentiators or activators, primary screen, cell-based, HEK293 M3R inducible RGS4, calcium flux; carbachol calcium flux Fluo4; stronger effect = lower value; B-score at 10 µM; 310,000 compounds, 0.92% hits; AID 463111, 2010;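 active means B-score of the integrated calcium signal more than 4 SD below the library mean, with starting fluorescence not abnormally high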;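 further: negative B-score means reduced calcium response which marks RGS4 activation or potentiation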
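Detection: kinetic calcium fluorescence imaging with Fluo4-AM dye, 2 µM / Material: HEK293 cells with stable M3R and inducible RGS4 / Schedule: recording 10 s baseline at 1 Hz, 100 s post-agonist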
KCNK9 inh: KCNK9 potassium channel inhibitors, primary screen, HEK293 cells, thallium flux; 310,000 compounds, 1.2% hits; B-score at 10 µM; FluxOR thallium flux fluorescence; stronger effect = lower value;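 active means ratio B-score over 3 SD below the library mean, with starting fluorescence within 5 SD of its mean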;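 further: negative B-score means less thallium flux so channel inhibition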
Target sequence (Q9NPC2 whole entry, looked up): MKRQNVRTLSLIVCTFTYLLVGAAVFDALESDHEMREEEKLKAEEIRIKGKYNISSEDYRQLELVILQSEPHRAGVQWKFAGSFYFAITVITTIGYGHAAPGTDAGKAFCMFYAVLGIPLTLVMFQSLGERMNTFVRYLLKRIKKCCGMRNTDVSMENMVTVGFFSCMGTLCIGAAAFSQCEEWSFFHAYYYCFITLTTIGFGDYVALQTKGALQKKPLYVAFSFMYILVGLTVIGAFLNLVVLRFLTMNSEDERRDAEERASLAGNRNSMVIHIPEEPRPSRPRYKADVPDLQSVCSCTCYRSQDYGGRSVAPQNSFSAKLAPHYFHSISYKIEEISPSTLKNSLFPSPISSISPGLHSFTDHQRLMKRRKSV
HDAC3 inh: HDAC3 deacetylase inhibitors, primary screen, biochemical, fluorescence, cell-free homogeneous | Histone deacetylase 3 (Homo sapiens), O15379 | recombinant HDAC3, fluorogenic peptide/trypsin coupled | inhibition, % at 8.3 µM | 320,000 compounds, 0.15% hits | AID 2718, 2010; in the data active means inhibition above about 26%, passing the limit was not always enough
ANO1 activ: TMEM16A chloride channel activators or potentiators, primary screen, cell-based, HTS; AID 623877, 2012; 340,000 compounds, 0.3% hits; HEK293 TMEM16A/YFP-H148Q/I152L, iodide quench fluorescence; stronger effect = lower value; B-score at 10 µM;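 active means fluorescence-ratio B-score plate-corrected deviation score at least 3 library SD below zero, with starting fluorescence score within 5 deviations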;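 further: channel opened by trigger with iodide after compound preincubation; score built on the fluorescence ratio of max minus min over baseline; more negative score means more quench and so TMEM16A activation or potentiation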
KCNQ1 pot: potentiators or activators of KCNQ1 channel, primary screen, cell-based, thallium flux, high-throughput. CHO-K1 KCNQ1, thallium flux FluxOR fluorescence; stronger effect = higher value. B-score at 10 µM. 310,000 compounds, 0.35% hits;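 active means fluorescence ratio B-score, a plate-corrected score, at least three library SD, with initial intensity B-score within 5 SD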
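Assay system: stable KCNQ1 CHO-K1 line; medium: assay buffer, equal DMSO in all wells; timing: 90 min dye loading and 20 min compound exposure, both at room temperature; technique: kinetic FluxOR thallium fluorescence, 10-s 1-Hz baseline, 110-s post-stimulus read; read-out basis: B score of baseline-normalized fluorescence ratio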
KCNQ1 block: inhibitors of human KCNQ1 channel, primary screen, cell-based, thallium flux, high-throughput; Potassium voltage-gated channel subfamily KQT member 1 (Homo sapiens), P51787; CHO-K1 KCNQ1, FluxOR thallium flux fluorescence; stronger effect = higher value; B-score at 10 µM; 310,000 compounds, 1.3% hits; AID 2642, 2010;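 active means compounds whose thallium flux B-score, printed positive for inhibition, exceeds three library SD while starting fluorescence stays within three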;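 further: channel opened by potassium depolarization with thallium stimulus after 20 min compound exposure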
RGS4 block: RGS4 inhibitors, primary screen, cell-based, HEK293 M3R inducible RGS4, calcium flux. Regulator of G-protein signaling 4 (Homo sapiens), P49798. Fluo-4 calcium flux; stronger effect = higher value; triggered by carbachol at its EC20. B-score at 10 µM. 310,000 compounds, 0.45% hits. AID 463165, 2010;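 active means B-score, a plate-corrected calcium signal, over three deviations above library mean, with baseline fluorescence within five deviations of library mean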;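 further: RGS4 expression induced by doxycycline in cells with stable M3 receptor; B-score is computed from the integrated fluorescence ratio over baseline after carbachol; higher B-score means a larger calcium signal and so more RGS4 inhibition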
Target sequence (P49798 whole entry, looked up): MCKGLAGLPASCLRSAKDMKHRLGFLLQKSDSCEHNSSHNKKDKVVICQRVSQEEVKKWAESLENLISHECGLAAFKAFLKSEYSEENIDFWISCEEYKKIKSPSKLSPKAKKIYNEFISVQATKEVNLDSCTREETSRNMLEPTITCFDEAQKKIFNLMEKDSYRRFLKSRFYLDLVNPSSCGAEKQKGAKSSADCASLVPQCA
hERG rescue: hERG rescue from dofetilide block, primary screen, cell-based, CHO-hERG, FluxOR thallium flux, dofetilide IC70. dofetilide IC70 present. activation (rescue from dofetilide block), less the hit threshold, % at 10 µM. 310,000 compounds, 0.51% hits. AID 1511, 2009;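 active means activation above the mean of controls blocked by dofetilide plus 5 SD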;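 further: thallium influx through hERG after potassium depolarization seen as dye fluorescence rise; in these data hits start at about 4.7%; inactives centre near -7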
SKKanGAS inh: S. pyogenes SKKanGAS growth inhibitors in kanamycin, primary screen, streptokinase expression inhibitor project, SKKanGAS strain, BacTiter-Glo luminescence | 6 h | inhibition, % at 7.5 µM | 300,000 compounds, 1.3% hits;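 active means mean replicate score, as percent of positive control median, at least 50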;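 further: strain carries kanamycin resistance gene driven by streptokinase promoter and grows in 40 µg/ml kanamycin; loss of luminescence reflects streptokinase promoter inhibition or plain growth inhibition; 0% = median of DMSO wells and 100% = positive control at its reference dose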
TMEM16A inh: TMEM16A chloride channel inhibitors, primary screen, cell-based, HTS; Anoctamin-1 (Mus musculus), Q8BHY3; HEK293 TMEM16A/YFP iodide influx fluorescence, ionomycin; normalized B-score (activity score, 25-100; higher = stronger inhibition) at 10 µM; 310,000 compounds, 1.2% hits; AID 588511, 2011;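 active means ratio plate-corrected score three or more library SD toward inhibition, starting fluorescence score within five deviations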;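 further: score derived from kinetic fluorescence span divided by baseline fluorescence per well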
An asterisk follows results filed as active; i = inactive; nt = not tested or not shown.

SMILES	KCNK3 block	RGS4 pot	KCNK9 inh	HDAC3 inh	ANO1 activ	KCNQ1 pot	KCNQ1 block	RGS4 block	hERG rescue	SKKanGAS inh	TMEM16A inh
OCC(O)/C=N/Nc1nc2ccccc2s1 (stereo not given)	i	i	i	3	i	i	i	i	-1	-5	i
Cc1cc(C)c(N=C2C(=O)Nc3ccccc32)c(C)c1	i	i	i	5	i	i	i	i	-4	16	i
CCC(C)[C@H](N)c1nnc(SCC(=O)c2ccc(Cl)cc2)o1 (stereo not given in full)	i	i	i	0	i	i	i	i	-5	-5	i
Cc1ccc(NC(=O)N2CCc3ccccc32)cc1C	i	i	i	-2	i	i	i	i	-8	nt	i
CC(Sc1nnc(C(F)(F)F)n1C)C(=O)Nc1ccc(S(N)(=O)=O)cc1 (stereo not given)	i	i	i	-3	i	i	i	i	-12	-4	i
CC(C)c1cc(=O)n2c(nc3ccccc32)[nH]1	i	i	i	-2	i	i	i	i	-3	-2	i
NC(=O)C1c2ccccc2CSc2ccccc21 (stereo not given)	i	i	i	-3	i	i	i	i	-6	3	i
CN=c1scc(-c2ccc(Br)cc2)n1C	i	i	i	-3	i	i	i	i	-14	-7	i
Cc1ccc(C)c(N(C(=O)c2csnn2)C(C(=O)NC2CCCC2)c2cccnc2)c1 (stereo not given)	i	i	i	2	i	i	i	i	-2	-1	i
CSc1ccc(CNc2ccc(C)c(C)c2)cc1	i	i	i	6	i	i	i	i	-5	29	i
COc1ccc(N(C(=O)c2ccco2)C(C(=O)NC2CCCC2)c2ccc(N(C)C)cc2)cc1OC (stereo not given)	i	i	i	-2	i	i	i	i	-5	1	i
O=C(CCSCCC(=O)NCc1ccccc1)NCc1ccccc1	i	i	i	-1	i	i	i	i	-3	-14	i
COC(=O)C1=NNC2C(=O)N(c3ccc(C)cc3)C(=O)C12 (stereo not given)	i	i	i	4	i	i	i	i	-14	9	i
Cc1c(C(=O)O)cccc1-c1ccc(C=O)o1	i	i	i	-1	i	i	i	i	1	0	i
CS(=O)(=O)N(CC(=O)NCCSCc1ccccc1)c1ccccc1F	i	i	i	-1	i	i	i	i	0	-2	i
Cc1noc(C)c1S(=O)(=O)N1CCC(C(=O)NCCN2CCC(C)CC2)CC1	i	i	i	-5	i	i	i	i	-4	0	i
CCOc1ncccc1C(=O)N(C)CC(=O)Nc1ccc(F)cc1	i	i	i	4	i	i	i	i	-9	1	i
Cc1ccc(OCCOCCN2CCN(C)CC2)c(C(C)(C)C)c1	i	i	i	-8	i	i	i	i	-10	4	i
COCc1cc(C)c2c(N)c(C#N)sc2n1	i	i	i	2	i	i	i	i	-2	-1	i
O=C(CN1CCN(c2ccccn2)CC1)Nc1ccccc1	i	i	i	4	i	i	i	i	-6	-5	i
CSc1ccccc1NC(=O)c1cc(-c2cccs2)on1	i	i	i	0	i	i	i	i	-10	-4	i
O=C(NCc1n[nH]c(=S)n1-c1ccc([N+](=O)[O-])cc1)c1ccc(S(=O)(=O)N2CCOCC2)cc1	i	i	i	5	i	i	i	i	-5	6	i
O=[N+]([O-])c1cc(/C=N/O)ccc1N1CCCC1	i	i	i	15	i	i	i	i	-6	0	i
O=C(c1ccc(Br)cc1)N1CCN(c2ncccn2)CC1	i	i	i	-4	i	i	i	i	-11	1	i
FC(F)(F)c1ccc(Oc2ccc3cc(Br)ccc3c2)nc1	i	i	i	-2	i	i	i	i	-6	-14	i

One compound at a time, as listed above. Order of screens: KCNK3 block	RGS4 pot	KCNK9 inh	HDAC3 inh	ANO1 activ	KCNQ1 pot	KCNQ1 block	RGS4 block	hERG rescue	SKKanGAS inh	TMEM16A inh
Record of O=[N+]([O-])c1cc(/C=N/O)ccc1N1CCCC1 : i	i	i	15	i	i	i	i	-6	0	i
Record of Cc1ccc(OCCOCCN2CCN(C)CC2)c(C(C)(C)C)c1 : i	i	i	-8	i	i	i	i	-10	4	i

Following part:
SMILES	KCNK3 block	RGS4 pot	KCNK9 inh	HDAC3 inh	ANO1 activ	KCNQ1 pot	KCNQ1 block	RGS4 block	hERG rescue	SKKanGAS inh	TMEM16A inh
COc1ccc(C(=O)NC2CCN(C(=O)NC3CCCCC3)CC2)cc1	i	i	i	3	i	i	i	i	-12	-12	i
CCOC(=O)C1CCN(C(=O)CC(NS(=O)(=O)c2ccc(OC)cc2)C(C)C)CC1 (stereo not given)	i	i	i	-2	i	i	i	i	-10	1	i
O=C(NNC(=O)c1cc2ccccc2o1)c1ccc(Cl)cc1	i	i	i	3	i	i	i	i	-8	-5	i
CCCCC(C(=O)NC1CCCC1)N(Cc1ccccc1)C(=O)c1snc(C(N)=O)c1N (stereo not given)	i	i	i	3	i	i	10*	i	-12	5	i
O=C(NCc1nc2ccccc2[nH]1)C1=C[C@H](c2ccc3c(c2)OCO3)C[C@H](OCCCCO)O1	i	i	i	-1	i	i	i	i	-3	0	i
COc1ccc(N2CCN(Cc3cc(=O)oc4cc(C)c(Cl)c(C)c34)CC2)cc1	i	i	i	-1	i	i	i	i	-7	11	i
Cc1ccc(NC(=O)CCc2nnc3ccc(NCc4ccco4)nn23)cc1	i	i	i	2	i	i	i	i	-8	9	i
Cc1ccc(OCC(O)CN2C(=O)NC(C)(C)C2=O)c(C)c1 (stereo not given)	i	i	i	4	i	i	i	i	-4	3	i
COc1cccc(NC(=S)N(CCc2ccc(OC)c(OC)c2)Cc2ccccn2)c1	i	i	i	8	i	i	i	i	-5	0	i
COc1cc(NC(=O)c2cc(S(=O)(=O)N3CCc4ccccc43)cn2C)cc(OC)c1OC	i	i	i	2	i	i	i	i	-5	15	i
O=C(Nc1cccc(NC(=O)c2cccs2)c1)c1ccc(F)cc1	i	i	-7.4*	4	i	i	i	i	-4	2	i
CC(O)CNC(=O)Cc1cc(=O)[nH]c(=O)[nH]1 (stereo not given)	i	i	i	-1	i	i	i	i	-7	7	i
CC1(C)SC2c3ccccc3C(=O)N2[C@@H]1C(=O)O (stereo not given in full)	i	i	i	-4	i	i	i	i	-2	-2	i
C[C@@H](CN1C(=O)C(=O)NC[C@@H]1Cc1ccc(O)cc1)NC(=O)Cc1ccccc1	i	i	i	0	i	i	i	i	-4	3	i
CCC1(C(=O)OC)CCc2c(cc(OC)c3ccccc23)C1=O (stereo not given)	i	i	i	-4	i	i	i	i	-5	5	i
COCCN1C(=O)c2[nH]nc(-c3ccccc3O)c2C1c1ccc(OC)cc1 (stereo not given)	i	i	i	4	i	i	i	i	-9	4	i
CCn1c(CSc2nc3ccccc3s2)nc2ccccc21	i	i	i	-2	i	i	i	i	-19	6	100*
COc1cc(/C=N/NC(=O)c2ccc(O)cc2)ccc1OCC(=O)Nc1cccc([N+](=O)[O-])c1	i	i	i	2	i	i	i	i	-4	0	i
COC(=O)c1cccc(-n2c(C)cc(C=O)c2C)c1	i	i	i	4	i	i	i	i	-7	1	i
COc1ccc(N2CCC(CNC(=O)Nc3ccc(Cl)cc3)C2)cc1 (stereo not given)	i	i	i	-2	i	i	i	i	-17	0	i
O=C(COC(=O)CNC(=O)c1ccccc1F)Nc1ccc2c(c1)OCCO2	i	i	i	-3	i	i	i	i	-7	1	i
CN(C)/C=C/c1[nH]c(=O)[nH]c(=O)c1[N+](=O)[O-]	i	i	i	-1	i	i	i	i	-10	-13	i
CCc1nc2ccccc2n1CC(C)C(=O)O (stereo not given)	i	i	i	4	i	i	i	i	-8	5	i
O=C(NC1CC1)c1ccc2c(c1)N(Cc1ccc(Cl)cc1)CCS2	i	i	i	-55	i	i	i	i	-2	14	i
COc1ccccc1CNC(=O)c1cccc(S(=O)(=O)N2CCN(C)CC2)c1	i	i	i	7	i	i	i	i	-4	-6	i
SMILES	KCNK3 block	RGS4 pot	KCNK9 inh	HDAC3 inh	ANO1 activ	KCNQ1 pot	KCNQ1 block	RGS4 block	hERG rescue	SKKanGAS inh	TMEM16A inh
CCn1c(C(=O)NCCCN2CCc3ccccc3C2)cc2sccc21	i	i	i	-8	i	i	i	i	-13	-12	i
O=C(NCCCn1ccnc1)c1ccc(OCC(F)(F)F)cc1	i	i	i	-5	i	i	i	i	-3	7	i
N#Cc1ccc(N2CCN(C(=O)c3cccc(F)c3)CC2)c(F)c1	i	i	i	-4	i	i	i	i	-12	-5	i
C=C(C)C(=O)Nc1cccc(C2=NOC3(C2)C[C@@H](C(N)=O)N(C(=O)/C=C/C=C/C)C3)c1 (stereo not given in full)	i	i	i	6	i	i	i	i	-6	4	i
Cc1ccnc(SCCn2c(N3CCN(c4ccccc4)CC3)nc3c2c(=O)[nH]c(=O)n3C)n1	i	i	i	-1	i	i	i	i	-23	-4	i
COc1ccc(OCC(=O)N/N=C/c2ccsc2)cc1	i	i	i	nt	i	i	i	i	-8	-6	i
ClC(=C\c1ccccc1)/C=N/N1CCN(c2ccccn2)CC1	i	i	i	-8	i	i	i	i	-5	-4	i
Cc1ccc(OCCN(C)C(=O)C2CCC(=O)N(Cc3ccccc3F)C2)cc1 (stereo not given)	i	i	i	-3	i	i	i	i	-9	3	i
Cc1[nH]n(-c2ccccc2)c(=O)c1/C=N/NC(=O)c1ccc(O)cc1O	i	i	i	2	i	i	i	i	-12	102*	i
O=C(Oc1ccc(/C=N/NC(=O)c2ccccc2F)cc1)c1ccccc1	i	i	i	-11	i	i	i	i	-8	-20	i
O=C(c1cc(-c2ccco2)on1)N1CCN(C(c2ccccc2)c2ccccc2)CC1	i	i	i	0	i	i	8*	i	-9	6	i
COC(=O)c1ccc(NC(=S)NC(=O)c2cccnc2)cc1	i	i	i	0	i	i	i	i	-5	16	i
COC(=O)c1nnn(-c2nonc2N)c1CN1CCc2ccccc21	i	i	i	-7	i	i	i	i	-14	7	i
COc1ccc(CCNC(=O)CSc2nnc(-c3ccco3)c(-c3ccco3)n2)cc1OC	nt	i	i	9	nt	i	i	i	-4	7	i

Compounds as they come; about 6.3% have a hit in one of these screens.
